VIM-2 inh = inhibitors of Pseudomonas aeruginosa VIM-2 metallo-beta-lactamase; purified VIM-2, nitrocefin hydrolysis, epi-absorbance fluorescence; inhibition, % at 5.6 µM; 290,000 compounds, 0.89% hits; AID 1527;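 active = inhibition above the mean of all tested compounds plus 3 SD, cutoff set per screening run, cut at about 7.5% in these data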;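 note: red hydrolysis product quenches plate fluorescence so inhibitors raise well fluorescence; 0% = enzyme with DMSO and 100% = DMSO without enzyme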
SUMO HTRF inh = SUMOylation inhibition | P63279 | HTRF SUMOylation assay, SAE1/SAE2 + UBC9, in vitro | AID 2006 | 290,000 compounds, 0.36% hits | inhibition, % at 35 µM; in the data active = inhibition above about 50%, passing the limit was not always enough; note: strong numbers were not always called active
Target sequence (P63279 whole entry, looked up): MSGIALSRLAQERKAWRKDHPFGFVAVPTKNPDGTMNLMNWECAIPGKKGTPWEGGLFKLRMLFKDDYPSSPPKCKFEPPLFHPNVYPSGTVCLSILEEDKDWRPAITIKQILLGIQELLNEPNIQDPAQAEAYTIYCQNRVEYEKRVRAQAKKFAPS
NALP1 inh = blocks the NALP1 inflammasome reconstituted in yeast; S. cerevisiae NALP1/ASC/caspase-1 growth, X-gal OD620, 72 h; 280,000 compounds, 0.61% hits; inhibition, % at 10 µM; in the data active = inhibition mostly above about 24%, no sharp cut-off; inactive = mostly below about 32%; note: some compounds called inactive have numbers as strong as hits
IMP-1 inhibitor = blocks Pseudomonas aeruginosa IMP-1 metallo-beta-lactamase. purified IMP-1, nitrocefin hydrolysis, epi-absorbance fluorescence. inhibition, % at 5.6 µM. 290,000 compounds, 0.45% hits. AID 1556;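 active = inhibition above the mean plus 3 SD of all compounds in the same screening run, cut at about 4.5% in these data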;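 note: 0% = IMP-1 with DMSO and 100% = DMSO wells lacking enzyme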
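Assay system: purified recombinant IMP-1 beta-lactamase. Input: IMP-1 0.2 nM before substrate addition. Buffer or medium: Zinc- and detergent-supplemented HEPES buffer, pH 7.1. Schedule: 25 °C, 15 min preincubation, 25 min reaction. Signal: Epi-absorbance fluorescence, 480 nm excitation, 530 nm emission. Evaluation: percent inhibition from optical density relative to buffer-blank wells.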
M18AAP inhibitor = blocks P. falciparum M18 aspartyl aminopeptidase; inhibition, % at 7.35 µM; 290,000 compounds, 1.2% hits; recombinant PfM18AAP, H-Glu-NHMec fluorogenic cleavage;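 active = inhibition above the campaign mean inhibition over all tested compounds plus 3 SD, cut at about 28% in these data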;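 note: 0% = plate median of test compound wells and 100% = 2 mM ZnCl2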
DNA FID counter = fluorescent intercalator displacement, NS3 helicase counter-screen; DNA fluorescent intercalator displacement, fluorescence; inhibition, % at 7.9 µM; 290,000 compounds, 0.17% hits; AID 1845; in the data active = inhibition above about 37%;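 note: 0% = vehicle and 100% = reference compound; higher means more ethidium bromide displaced from hairpin DNA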
MEKK2 WT-MEK5 = raises or lowers MEK5 binding to wildtype human MEKK2 PB1 domain; bead flow cytometry, Alexa488-MEK5 binding to MEKK2 WT; actives lie on both sides; binding response (% of control), % at 10 µM; 290,000 compounds, 1.1% hits; in the data active = binding response below about 67% or above about 130%
MEKK2mut PB1 HTS = signal of MEK5 binding to mutant human MEKK2 PB1 domain; bead flow cytometry, Alexa488-MEK5 binding to MEKK2 mutant; percent response, % at 10 µM; 290,000 compounds, 0.35% hits; AID 1530; in the data active = percent response above about 24%, passing the limit was not always enough; note: inactives centre near 1; some results filed as inactive read as strong as hits
HCV NS3 hel inh = blocks Hepatitis C virus NS3 helicase unwinding; NS3 helicase DNA unwinding, Cy5 molecular beacon fluorescence; inhibition, % at 10.9 µM; 290,000 compounds, 0.56% hits;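 active = inhibition above the mean of all tested compounds plus 3 SD, set per campaign, cut at about 35% in these data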;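 note: 0% = DMSO wells and 100% = thioflavine S control wells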
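System: Hepatitis C virus NS3 helicase domain fragment enzyme | Reagent: Annealed dual-labelled DNA beacon duplex, ATP-started | Compound dosing: 10.9 µM single point, 0.8% DMSO | Incubation: 1 h reaction at 25 °C, ATP-initiated | Technique: Cy5 fluorescence | Evaluation: Percent inhibition from t60/t0 fluorescence ratio | Benchmarks: Low DMSO, high thioflavine S at 110 µM | Replication: Singlicate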
Starred values were filed as active, the others as inactive; . = no result given.

Compound	VIM-2 inh	SUMO HTRF inh	NALP1 inh	IMP-1 inhibitor	M18AAP inhibitor	DNA FID counter	MEKK2 WT-MEK5	MEKK2mut PB1 HTS	HCV NS3 hel inh
Clc1ccc(OCc2cc(-c3ccccc3)no2)cc1Cl	-3.3	-9.4	41.9	-1.9	4.5	-1.9	100.0	0.0	-0.6
Cn1c(N2CCN(C(c3ccccc3)c3ccccc3)CC2)nc2c1c(=O)[nH]c(=O)n2C	-1.1	6.3	12.2	-2.5	0.1	-12.8	103.0	4.0	-13.1
CN1CCC(N(C)C(=O)CCc2nc3ccccc3n2-c2ccccc2)CC1	-2.8	7.9	-6.9	-2.8	3.9	15.9	96.0	-13.0	-4.4
Cn1c(=O)oc2cc(S(=O)(=O)Nc3ccccc3O)ccc21	-2.5	5.0	7.3	-2.2	3.4	1.0	117.0	10.0	-0.1
CCn1c(=O)c(C(=O)NCCNCCO)c(O)c2ccccc21	4.3	-1.1	-4.7	-2.1	1.7	11.7	102.0	5.0	-4.1
Cc1ccc(N2C(=O)CN=C2Nc2nc(C)cc(C)n2)cc1	-1.7	-8.0	-1.9	-3.2	2.1	-6.7	99.0	2.0	-6.4
COc1ccc(Nc2nc(N)nc(CSC(=S)N3CCC(C)CC3)n2)cc1	0.1	-28.5	22.6	-0.6	3.1	-13.7	99.0	-1.0	-62.2
CCN(CC)CCCNc1cc(C)nc2cc(-c3cccs3)nn12	4.2	13.8	-6.6	0.4	1.5	30.2	93.0	-11.0	1.4
CCNC(=S)Nc1cccc([N+](=O)[O-])c1	-1.7	-2.3	21.7	-0.6	-0.8	-3.2	99.0	-1.0	5.3
Cc1cc(C(=O)NCCN2C(=O)S/C(=C\c3cccs3)C2=O)ccc1[N+](=O)[O-]	-1.9	4.3	26.9	-6.0	1.5	0.6	114.0	0.0	9.5
Cc1cc(C)n(C(=O)CNC(=O)CCc2ccccc2)n1	-1.1	19.7	10.7	-1.1	-3.0	-0.1	99.0	-1.0	3.5
Cc1ccc(C(=O)COC(=O)c2cccs2)cc1	-5.3	-0.9	-87.2	-2.5	-4.9	6.1	91.0	5.0	-2.6

3 compounds already listed, arranged by the number in HCV NS3 hel inh, smallest number first.
Molecule	VIM-2 inh	SUMO HTRF inh	NALP1 inh	IMP-1 inhibitor	M18AAP inhibitor	MEKK2 WT-MEK5	MEKK2mut PB1 HTS	HCV NS3 hel inh
Clc1ccc(OCc2cc(-c3ccccc3)no2)cc1Cl	-3.3	-9.4	41.9	-1.9	4.5	100.0	0.0	-0.6
Cn1c(=O)oc2cc(S(=O)(=O)Nc3ccccc3O)ccc21	-2.5	5.0	7.3	-2.2	3.4	117.0	10.0	-0.1
CCNC(=S)Nc1cccc([N+](=O)[O-])c1	-1.7	-2.3	21.7	-0.6	-0.8	99.0	-1.0	5.3

(cont.)
Compound	VIM-2 inh	SUMO HTRF inh	NALP1 inh	IMP-1 inhibitor	M18AAP inhibitor	DNA FID counter	MEKK2 WT-MEK5	MEKK2mut PB1 HTS	HCV NS3 hel inh
O=C(Nc1cccc(O)c1)c1ccc(C(F)(F)F)cc1	-3.4	3.0	-4.8	-2.7	5.2	-3.4	96.0	-1.0	2.3
CC(=O)OCC(=O)[C@H]1CC[C@H]2[C@@H]3CC=C4C[C@@H](O)CC[C@]4(C)[C@H]3CC[C@]12C	-4.3	-14.2	51.0	-2.1	1.0	-14.6	97.0	2.0	1.6
CCOC(=O)C1=C(C)N=C2SCCC(=O)N2C1c1ccc(OC)cc1 (stereo not drawn)	-0.2	9.9	-20.8	-3.6	5.7	-10.4	88.0	-7.0	-15.8
Cc1cc(NC(=O)c2ccc(F)cc2)n(-c2ccccc2)n1	-6.2	7.5	1.5	-3.6	5.4	-8.1	92.0	-3.0	11.2
Cc1nc2ccccc2cc1O	-1.3	18.7	.	-1.9	-4.8	-1.7	106.0	-4.0	-0.2
COC(=O)[C@H](CC(C)C)NC(=O)Nc1ccc(S(N)(=O)=O)cc1	-2.1	-12.8	-31.8	-2.4	10.0	-6.8	110.0	6.0	14.0
COc1ccc(N2CCN(C(=O)COc3ccc4ccccc4c3)CC2)cc1	-2.5	-6.1	35.5	-4.2	-14.0	-1.2	102.0	1.0	-3.0
COc1cc(/C=C/C(=O)O)ccc1OCc1ccc([N+](=O)[O-])cc1	-2.8	19.2	3.0	-1.4	-15.3	2.0	92.0	-2.0	-6.2
Cc1nn(CC(=O)Nc2cccnc2)c(C)c1[N+](=O)[O-]	-2.4	11.4	23.7	-2.5	-4.8	1.5	91.0	-5.0	-3.2
CC1CCN(C(=O)c2ccc(S(=O)(=O)NCc3ccco3)cc2)CC1	-3.2	-7.9	16.2	0.0	2.5	-19.2	99.0	-3.0	0.0
CCOC(=O)c1ccc(NC(=O)CN2C(=O)CSC2=O)cc1	-1.3	15.4	-0.4	0.6	6.3	-3.8	95.0	-1.0	0.3
COc1ccc(C(=O)OCCCN(C)C)cc1OC	-0.1	8.7	28.8	-1.8	-5.6	-1.6	96.0	-2.0	-9.3
Cc1ccc(C(=O)Nc2ccc3ncccc3c2)cc1	-1.5	10.6	19.4	-2.0	-3.4	-12.5	110.0	3.0	-7.4
CC(C)CNC(=O)CN(C)S(=O)(=O)c1ccc(F)cc1	-4.4	5.3	28.2	-1.0	-3.1	0.2	113.0	2.0	-7.4
COc1ccc2c(COC(=O)CCS(=O)(=O)c3ccccc3)cc(=O)oc2c1	-4.8	21.6	17.5	-4.1	0.5	-6.7	104.0	-2.0	2.4
CC(=O)Nc1ccc(S(=O)(=O)c2cc(O)ccc2O)cc1	1.8	1.4	2.9	1.1	2.0	-1.4	108.0	5.0	3.7
CCOC(=O)c1sc(NC(=O)c2ccncc2)c(C#N)c1C	1.0	1.8	-7.9	-1.2	-0.6	-0.3	96.0	-4.0	8.6
COc1ccc(C(=O)C2CCCN(C(=O)c3ccc4cc[nH]c4c3)C2)c(C)c1 (stereo not drawn)	-1.4	12.5	0.3	-1.8	2.2	-26.6	95.0	-10.0	1.0
COc1ccc(N2CCN(S(=O)(=O)c3cc(-c4cc(C)no4)ccc3C(C)C)CC2)cc1	-1.4	-4.5	23.0	1.7	-12.8	-15.1	90.0	-10.0	-1.6
Cc1csc(NC(=O)c2ccc(Br)s2)n1	-2.8	5.0	15.9	-4.0	6.8	0.5	105.0	-1.0	-7.7
CC(C)NC(=O)c1c2c(nc3ccccc13)CCCC2	0.1	-0.8	-14.2	-3.1	-0.8	-2.3	102.0	7.0	0.0
CC(CN1CCOCC1)OC(=O)c1ccc2c(c1)OCCO2 (stereo not drawn)	3.0	-4.9	27.3	1.0	-21.2	2.7	109.0	7.0	-4.8
Cn1c(Nc2ccc(F)cc2)nc2ccccc21	0.5	24.2	20.3	-0.8	-14.1	-1.5	103.0	7.0	2.2
Cc1ccccc1OCC(=O)NC(=S)Nc1ccc(N2CCCC2)cc1	-3.1	5.3	14.3	-3.3	4.0	-1.8	94.0	1.0	-4.1
O=C(CN1C(=O)S/C(=C\c2ccccc2F)C1=O)NC1C=CS(=O)(=O)C1 (stereo not drawn)	-1.5	14.8	13.2	-1.1	10.3	-5.8	97.0	2.0	-7.0
O=C(COC(=O)c1ccccc1C(=O)N1CCN(c2ccccc2)CC1)NCc1ccccc1	-2.4	-7.3	12.7	-0.5	1.3	-30.5	98.0	-1.0	-6.9
COc1cccc(CNC(=O)[C@H](CCSC)NC(=O)N2CCn3c2nc2ccccc23)c1	-2.4	-8.6	-0.1	-1.4	4.6	-51.0	108.0	7.0	-12.4
O=C1CN(C(=O)/C=C/c2ccccc2F)c2ccccc2N1	1.6	13.5	11.9	-2.3	-8.3	-15.8	99.0	-6.0	-6.4
Cc1cc2ncc(S(=O)(=O)C(C)(C)C)c(N)n2n1	-2.5	14.1	23.9	-3.6	0.7	-6.5	105.0	4.0	5.7
Cc1c(CC(=O)NCCCCCC(=O)O)c(=O)oc2c(C)c3oc4c(c3cc12)CCCC4	2.5	23.9	-3.6	-3.9	-0.2	-44.5	105.0	5.0	27.4
C[n+]1cc[nH]c1SCC(=O)c1ccccc1	-4.8	4.4	2.9	0.7	9.7	-1.8	115.0	14.0	-2.6
O=C(CN1CCN(Cc2ccccc2Cl)C1=O)NC1CCCCCC1	-0.7	6.9	-4.0	2.9	5.5	-23.6	103.0	18.0	-1.8
CC(C)(C)n1nnnc1C(c1cccnc1)N1CCN(c2cccc(C(F)(F)F)c2)CC1 (stereo not drawn)	-6.3	6.9	8.8	-3.8	6.2	-25.5	96.0	3.0	2.1
COc1ccc(N(C(=O)Cn2nnc3ccccc32)C2(C(=O)NC3CCCC3)CCCCC2)cc1	-6.8	0.6	6.9	-2.5	-8.7	-35.3	104.0	7.0	-4.9
Cc1cc(C(=O)OCC(=O)Nc2cc(S(=O)(=O)N3CCOCC3)ccc2Cl)c(C)o1	-1.0	1.6	-2.0	-4.1	2.6	-26.6	101.0	3.0	-4.5
Cc1nc2ccccc2n1CC(O)COc1ccc(Br)cc1 (stereo not drawn)	-4.0	6.6	11.1	-3.6	-1.5	7.2	97.0	-8.0	3.8
Nc1cc(=O)[nH]c(=O)n1CCc1ccccc1	-2.8	3.0	-51.5	-0.1	23.2	1.6	110.0	2.0	4.0
CCCc1nnc(SCC(=O)Nc2nc(C)cs2)n1CCOC	-6.1	-5.3	16.3	-2.4	-2.8	-11.8	102.0	0.0	2.3
Cc1ccc(C(=O)/C=C/Nc2ccc3c(c2)OCO3)cc1	-3.7	9.8	5.5	-1.1	5.0	-4.0	101.0	6.0	-3.0
O=C1SC(SC(=Nc2ccccc2)Nc2ccccc2)C(=O)N1c1ccccc1 (stereo not drawn)	-3.6	-8.1	0.8	-1.6	4.3	-0.2	94.0	-2.0	-0.8
COc1ccc2sc(SCCCS(=O)(=O)O)[n+](CCCS(=O)(=O)[O-])c2c1	-1.6	0.9	22.9	-3.2	-115.3	-12.1	104.0	0.0	3.8
CCc1nn(C(C)C(=O)NCc2cccc(Cl)c2)c(=O)c2cc3occc3n12 (stereo not drawn)	-0.4	22.2	-2.4	1.0	-6.7	-43.9	96.0	0.0	-0.3
C/C(=N\NC(=O)Cc1cccc2ccccc12)c1ccncc1	-5.3	-1.9	30.8	-2.8	-2.4	-7.7	106.0	-1.0	-0.7
COc1cc(Cl)ccc1NC(=S)N(CCN1CCOCC1)C1CCN(C(C)=O)CC1	-2.5	-2.5	-5.3	-1.1	7.5	-12.0	96.0	-2.0	9.7
CCc1ccc(OCc2nnc(NC(=O)c3cccs3)s2)cc1	-1.7	12.4	3.5	-3.0	-2.0	0.2	100.0	2.0	1.9
CCCCC(=O)Nc1ccc(C(=O)Nc2cc(C(F)(F)F)ccc2Cl)cc1	-2.7	26.6	28.9	-1.7	5.4	-4.3	93.0	-2.0	1.4
CCOc1ncccc1C(=O)Nc1cccc(-c2nnc3n2CCCCC3)c1	-0.3	7.7	-31.6	-2.8	0.3	-27.5	101.0	0.0	1.1
Cc1c(C(=O)N(Cc2ccccc2)Cc2cccnc2)cnn1-c1ccc(F)cc1	-3.8	-12.5	2.3	-2.2	-7.5	-31.0	103.0	0.0	-1.8

From PubChem BioAssay
